# TRHR PAM: qHTS for Small Molecule Agonists and Allosteric Enhancers of Human TRH Receptor: Primary Screen for Enhancers. Thyrotropin-releasing hormone receptor (Homo sapiens), P34981. TRHR cells, fluo-8 calcium fluorescence, EC20 TRH enhancement. enhancement, % at 2 µM. actives 0.66% (n = 360,000); in the data active = enhancement above about 30%; note: 0% is about no effect
# Target sequence (P34981 whole entry, looked up): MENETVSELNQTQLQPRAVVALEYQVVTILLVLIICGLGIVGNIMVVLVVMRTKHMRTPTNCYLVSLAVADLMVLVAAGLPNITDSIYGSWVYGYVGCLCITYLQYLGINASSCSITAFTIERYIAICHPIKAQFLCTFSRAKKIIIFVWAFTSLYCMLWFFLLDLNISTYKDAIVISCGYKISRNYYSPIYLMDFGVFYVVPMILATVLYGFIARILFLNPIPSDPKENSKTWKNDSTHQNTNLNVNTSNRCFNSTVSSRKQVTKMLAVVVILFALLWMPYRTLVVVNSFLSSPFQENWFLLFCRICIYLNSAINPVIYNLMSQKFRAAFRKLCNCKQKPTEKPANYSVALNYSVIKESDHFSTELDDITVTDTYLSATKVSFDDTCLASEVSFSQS
#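 Enhancer read-out: after compound pinning and an initial kinetic agonist-mode read, an EC20 of TRH (10 nM final) was injected and fluo-8 calcium signal (Ex 480/Em 530) followed at 1 s/cycle for 100 cycles in TRHR-expressing cells.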
# D2 antag: HTS Assay for Allosteric Antagonists of the Human D2 Dopamine Receptor: Primary Screen for Antagonists; D(2) dopamine receptor (Homo sapiens), P14416; HEK293 TREx D2 cells, calcium flux, dopamine EC80; inhibition, % at 10 µM; actives 2% (n = 340,000); in the data active = inhibition above about 30%; note: 0% is about no effect
#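 In this primary screen, negative modulation is detected by tracking calcium flux after an EC80 dopamine challenge in inducible HEK293 T-REx D2 cells preexposed to test compound for 180 s.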
# D2 potentiator: HTS Assay for Positive Allosteric Modulators of the Human D2 Dopamine Receptor: Primary Screen for Potentiators. D(2) dopamine receptor (Homo sapiens), P14416. HEK293 T-REx D2, calcium flux, EC20 dopamine potentiation. potentiation, % at 10 µM. actives 0.34% (n = 340,000). AID 485347, 2010;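 active = potentiation over 3 SD above the plate norm, cut at about 30% in these data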; note: 0% is about no effect
#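 Cells plated with tetracycline inducer and held overnight at 30 C; calcium dye loaded 30–90 min at room temperature; baseline taken, compound added and read 180 s; EC20 dopamine then added and read 180 s.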
# TRHR agonist: qHTS for Small Molecule Agonists and Allosteric Enhancers of Human TRH Receptor: Primary Screen for Agonists. activation, % at 2 µM. Thyrotropin-releasing hormone receptor (Homo sapiens), P34981. actives 0.18% (n = 360,000). TRHR cells, calcium flux fluo-8, FDSS agonist mode; note: 0% is about no effect
#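 TRHR-expressing cells loaded with fluo-8 calcium dye; 23 nL library compound pin-transferred, kinetic FDSS fluorescence (Ex 480/Em 530) recorded about 180 s for agonist-induced calcium release, before a 10 nM TRH EC20 addition for potentiator mode.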
# D1 potentiator: Potentiators of Human D1 Dopamine Receptor: qHTS. D(1A) dopamine receptor (Homo sapiens), P21728. HEK293 TREx D1 cells, calcium flux, dopamine EC20 potentiation. potentiation, % at 10 µM. actives 0.036% (n = 360,000); in the data active = potentiation above about 30%; note: 0% is about no effect
# Target sequence (P21728 whole entry, looked up): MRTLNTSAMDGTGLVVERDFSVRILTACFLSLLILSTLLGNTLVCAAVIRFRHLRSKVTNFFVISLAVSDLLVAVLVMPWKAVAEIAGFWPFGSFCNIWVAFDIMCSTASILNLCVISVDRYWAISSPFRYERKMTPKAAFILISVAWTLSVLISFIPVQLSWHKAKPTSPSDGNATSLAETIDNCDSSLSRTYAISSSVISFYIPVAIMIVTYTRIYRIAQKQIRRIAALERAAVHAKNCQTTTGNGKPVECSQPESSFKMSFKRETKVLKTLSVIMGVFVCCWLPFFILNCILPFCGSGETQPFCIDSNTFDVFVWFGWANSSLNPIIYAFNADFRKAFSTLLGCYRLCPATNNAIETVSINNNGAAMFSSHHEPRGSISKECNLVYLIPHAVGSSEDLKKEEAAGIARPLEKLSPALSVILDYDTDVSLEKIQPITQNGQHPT
# D1 antagonist: Antagonist of Human D 1 Dopamine Receptor: qHTS | actives 3.2% (n = 360,000) | AID 504652, 2011 | D(1A) dopamine receptor (Homo sapiens), P21728 | HEK293 TREx D1 cells, calcium flux, dopamine EC80; hits give low values | activity change, negative = inhibition, % at 10 µM; in the data active = activity change below about -30%; note: % is set by controls: 0 for no effect and ±100 for the full control effect
#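 Using tetracycline-induced force-coupled D1 Hek293 cells and a calcium dye, signals were followed for 180 s after compound, then for 180 s after EC80 dopamine, to detect inhibitors.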
# D2 agonist: HTS Assay for Allosteric Agonists of the Human D2 Dopamine Receptor: Primary Screen for Agonists; actives 0.53% (n = 340,000); HEK293 T-REx D2 cells, calcium flux agonist mode; AID 485358, 2010; D(2) dopamine receptor (Homo sapiens), P14416; activation, % at 2 µM;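 active = activation over 3 SD above normal in the single-dose calcium agonist read, cut at about 30% in these data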; note: 0% is about no effect
#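 Agonism scored from kinetic calcium signal (1 read/sec, 180 s) following compound pin transfer, after a 10 s baseline. Cells: HEK293 Trex line expressing inducible D2 receptor coupled to calcium, dye-loaded after overnight culture at 30 C.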
# RXFP1 antagonist: qHTS Assay for Antagonists of the Relaxin Receptor RXFP1. Relaxin receptor 1 (Homo sapiens), Q9HBX9. HEK293-RXFP1, relaxin-stimulated cAMP HTRF, 30 min; hits give low values. activity change, negative = inhibition, % at 57.5 µM. actives 0.59% (n = 350,000);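 active = activity change of -60% or lower, but not beyond a set lower limit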; note: % is set by controls: 0 for no effect and ±100 for the full control effect
# D1 ag: Allosteric Agonists of the Human D1 Dopamine Receptor: qHTS; D(1A) dopamine receptor (Homo sapiens), P21728; HEK293 T-REx D1 cells, calcium flux, agonist mode; activation, % at 2 µM; actives 1% (n = 360,000); AID 504660, 2011; note: 0% is about no effect
#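 Inducible HEK293 T-REx D1 cells, force-coupled to calcium signalling, were plated at 4000 cells/well with tetracycline and held overnight at 30 C. After no-wash calcium dye loading, compound-evoked calcium rise over 180 s flagged agonists.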
# * marks the source's active call; other numbers are inactive results; nt = not tested or not shown; & = joins results of further samples. Cut-off read from the data, not from the text of the source, unless noted: active = activation above about 30%; inactive = the rest.
1	O=C(CSc1nnc(CNC(=O)c2ccco2)o1)Nc1ccccc1C(F)(F)F
2	O=C(CNCc1ccc(Cl)cc1)NCc1ccco1
3	COc1ccccc1NC(=O)CCS(=O)(=O)c1ccccc1
4	O=C(O)C1CCN(c2ccccc2[N+](=O)[O-])CC1
5	O=S(=O)(Nc1cccc(-c2ccc(N3CCCC3)nn2)c1)c1ccc(F)cc1F
6	Cc1ccc(C)c(-n2nnnc2SCC(=O)Nc2cccc(-c3nnc4n3CCCCC4)c2)c1
7	CCOC(=O)N1CCN(C(=O)c2cn(C)c(=O)c3c2c2ccccc2n3C)CC1
8	CCC(C(=O)NCCc1ccc(SC)cc1)n1nc(C)c2sc3ccccc3c2c1=O (configuration not stated)
compound no.,1,2,3,4,5,6,7,8
TRHR PAM,-5,7,9,16,1,4,-2,9
D2 antag,-2,-1,4,-13,nt,-9,-4,nt
D2 potentiator,-4,7,4,-4,0,1,12,nt
TRHR agonist,-0.6,-0.6,-0.2,2.7,-1.2,0.2,0.4,0.3
D1 potentiator,3,-4,-6,-7,1,8,0,0
D1 antagonist,6,-15,1,-13,6,-5,-3,-9
D2 agonist,-0.3,-0.7,1.7,12,0.8,0.5,-0.1,6.7
RXFP1 antagonist,5,-5,-1,-27,nt,-8,-17,-29
D1 ag,1,2,2,6,-1,0,2,4

9	CC(=O)c1ccc(N2CCN(C(=O)C3CCN(S(=O)(=O)c4c(C)noc4/C=C/c4ccccc4F)CC3)CC2)cc1
10	O=C1CN(C(=O)/C=C/c2cc(Br)ccc2F)CCN1
11	Cc1ccc(OCc2cc(C(=O)N(CCO)Cc3cccs3)no2)cc1C
12	CCOC(=O)c1cc2c(ccn2C)n1Cc1ccccc1C
13	COc1cccc(Cn2nnc(C(=O)Nc3cc(Cl)ccc3OC)c2N)c1
14	COC(=O)C1=C(N)Oc2cc(C)n(CC3CCCO3)c(=O)c2C1c1ccccc1 (configuration not stated)
15	CCC(C)NC(=O)c1ccc([N+](=O)[O-])c(Cl)c1 (configuration not stated)
16	CCOC(=O)c1ccc(CSc2nnc(-c3ccncc3)n2N)cc1
compound no.,9,10,11,12,13,14,15,16
TRHR PAM,-9,1,11,-2,-1,1,-1,4
D2 antag,nt,9,-2,-19,19,-2,4,-11
D2 potentiator,-5,18,-1,0,3,-4,5,-1
TRHR agonist,-0.1,0.0,-0.1,-0.8,0.4,-0.7,0.1,-0.3
D1 potentiator,0,-10,-8,-2,nt,2,-1,-11
D1 antagonist,-4,-18,-45*,11,-2,-2,-4,13
D2 agonist,nt,-1.1,-0.2,-1.4,0.2,-0.2,0.5,0.0
RXFP1 antagonist,-3,-10,-15,-8,-17,-16,1,-2
D1 ag,3,2,17,0,3,0,0,16

# Single records, as listed above.
# Record of CCOC(=O)c1ccc(CSc2nnc(-c3ccncc3)n2N)cc1 = TRHR PAM: 4; D2 antag: -11; D2 potentiator: -1; TRHR agonist: -0.3; D1 potentiator: -11; D1 antagonist: 13; D2 agonist: 0.0; RXFP1 antagonist: -2; D1 ag: 16
# Record of O=C1CN(C(=O)/C=C/c2cc(Br)ccc2F)CCN1 = TRHR PAM: 1; D2 antag: 9; D2 potentiator: 18; TRHR agonist: 0.0; D1 potentiator: -10; D1 antagonist: -18; D2 agonist: -1.1; RXFP1 antagonist: -10; D1 ag: 2
# Record of CCC(C)NC(=O)c1ccc([N+](=O)[O-])c(Cl)c1 (configuration not stated) = TRHR PAM: -1; D2 antag: 4; D2 potentiator: 5; TRHR agonist: 0.1; D1 potentiator: -1; D1 antagonist: -4; D2 agonist: 0.5; RXFP1 antagonist: 1; D1 ag: 0

# The listing continues:
17	CN(CC(=O)Nc1ccc(F)cc1)C(=O)Cc1ccsc1
18	O=C(CSCc1ccccc1)Nc1ccc2c(c1)OCO2
19	COc1cc(NC(=O)c2ccc(=O)[nH]n2)cc(OC)c1OC
20	O=C(NCC1CCCO1)c1ccc([N+](=O)[O-])s1 (configuration not stated)
21	CC(C)CCNC(=O)c1ccc2c(c1)N(C)C(=O)c1ccccc1S2
22	COc1cccc(-c2cc(C(=O)Nc3c(C)nn(Cc4ccccc4C)c3C)no2)c1
23	Cc1cc2ccccc2c(=O)n1CC(=O)NCC(=O)N1CCN(c2ccccc2F)CC1
24	N#CCc1ccc(OC(=O)c2cnccc2C(F)(F)F)cc1
compound no.,17,18,19,20,21,22,23,24
TRHR PAM,6,11,2,6,9&2,5,4,1
D2 antag,5,nt,-7,-13,47*,3,-18,4
D2 potentiator,-4,0,4,-1,-21,-1,5,2
TRHR agonist,0.9,-0.9,0.2,0.1,-0.6&-0.3,-0.2,-0.2,0.1
D1 potentiator,-6,-1,-1,2,-6&1,-10,0,9
D1 antagonist,-4,-11,-3,6,16&7,-11,-1,-15
D2 agonist,0.4,nt,0.5,0.4,1.6&1.7,-2.0,-1.3,0.7
RXFP1 antagonist,0,1,-4,-12,-2&-14,0,-1,3
D1 ag,1,0,2,2,4&-4,6,-1,1

25	CC1=NNC(=O)C1CC(=O)N/N=C(\C)c1ccco1 (configuration not stated)
26	COc1cccc(N2CCN(c3ncnc4c3c(-c3ccccc3)cn4-c3ccc(C)cc3)CC2)c1
27	COc1ccccc1CNCC(=O)Nc1ccccc1-n1cccc1
28	O=C(NCCc1ccc(Cl)cc1)c1cnc2sc(N3CCCC3)nn2c1=O
29	CN(C)c1ccc(P(=O)(OC2CCCCC2)C(Nc2ccccc2)c2cccnc2)cc1 (configuration not stated)
30	CC(C)CN(C(=O)COC(=O)c1ccc(Cl)nc1)c1c(N)n(Cc2ccccc2)c(=O)[nH]c1=O
31	COc1ccc(Cl)cc1NC(=O)CSc1nnc(C)n2c1cc1occc12
32	Nc1nc(N2CCN(C(=O)c3ccco3)CC2)nc2ccc(Br)cc12
compound no.,25,26,27,28,29,30,31,32
TRHR PAM,-2,-4,-2,0,6,-4,24,-2
D2 antag,2,nt,-8,nt,-3,-3,nt,11
D2 potentiator,1,6,-5,4,6,-13,-18,1
TRHR agonist,-0.1,-0.3,0.6,0.4,-0.6,0.4,0.6,0.0
D1 potentiator,-11,-1,-2,-5,-1,-8,3,-12
D1 antagonist,10,12,4,19,11,3,4,-21
D2 agonist,-0.3,-0.4,-0.5,0.0,0.7,-0.1,nt,2.6
RXFP1 antagonist,5,16,-2,-5,-11,-1,6,-20
D1 ag,3,-3,1,12,0,2,4,2

33	COCCNC(=S)N1CCC(c2nc(-c3ccc(F)cc3)no2)CC1
34	CN(C)c1ccccc1C(=O)c1ccccc1N(C)C
35	CC1CCCN(S(=O)(=O)c2cc3c4c(c2)CCN4C(=O)CC3)C1 (configuration not stated)
36	O=C(COC(=O)c1ccc(S(=O)(=O)NCc2ccco2)cc1)Nc1ccc(OC(F)F)cc1
37	Cc1ccc(C)n1NC(=O)c1ccccc1O
38	O=C(CCl)N(CCCNC(=O)C(F)(F)F)c1ccc([N+](=O)[O-])cc1
39	O=C(Nc1ccccc1C(=O)NCCc1ccccc1)c1cnccn1
40	O=C(O)CCCCCNC(=O)OCC1c2ccccc2-c2ccccc21
compound no.,33,34,35,36,37,38,39,40
TRHR PAM,3,3,-7,0,2,1,5,6
D2 antag,5,-16,-14,-1,-3,3,-5,3
D2 potentiator,0,3,9,-9,-5,0,5,3
TRHR agonist,-0.2,-1.2,0.2,0.5,-0.1,0.6,-2.5,0.2
D1 potentiator,-3,-5,-1,-1,0,-5,5,-3
D1 antagonist,-8,-5,12,-10,22,13,-9,5
D2 agonist,-0.4,0.5,-0.2,0.2,-1.3,1.2,-1.8,0.7
RXFP1 antagonist,-17,5,26,-4,nt,-4,-9,-5
D1 ag,-1,1,0,5,6,2,3,2

41	CCCC(=O)Nc1ccc2nc(SCC(=O)N3CCCC3)sc2c1
42	COc1cc(/C=N/NC(=O)CCn2nc(C)cc2C)ccc1O
43	O=C(Nc1cccc(C(=O)N2CCN(c3ccc(F)cc3)CC2)c1)c1nsc2ccccc12
44	COc1cc(NC(=O)NC(C)c2c(-n3cccc3)sc3c2CCCC3)cc(OC)c1OC (configuration not stated)
45	OC(COc1ccccc1)Cn1c2ccccc2c2ccccc21 (configuration not stated)
46	CCOC(=O)C1=C(COC(=O)CNC(=O)c2ccc(C(C)(C)C)cc2)NC(=O)NC1C (configuration not stated)
47	Cc1ccc(/C=N/Nc2ccc3ccccc3n2)o1
48	C=CCn1c(SCc2c(C)noc2C)nc2cc(C(=O)O)ccc2c1=O
compound no.,41,42,43,44,45,46,47,48
TRHR PAM,-6,-1,1,23,2,5,-7,10
D2 antag,12,1,nt,nt,3,-20,11,-10
D2 potentiator,-2,6,11,-1,-6,8,-4,-1
TRHR agonist,-0.3,-0.1,0.1,0.3,-0.1,-0.4,-0.5,0.1
D1 potentiator,-1,1,-3,0,-7,-4,-2,-2
D1 antagonist,-1,-1,-4,2,-21,8,7,-28
D2 agonist,-0.5,0.0,0.2,0.0,1.1,-1.6,-0.1,0.1
RXFP1 antagonist,-7,-5,-36,-8,-6,-18,-7,5
D1 ag,2,3,0,0,5,2,3,0

49	C[C@H](c1ccccc1)n1nnc(COCc2ccccc2)c1C#CCOCc1ccccc1
50	COCCCN1C(=O)c2ccccc2C1C(=O)NC1CCCCCC1 (configuration not stated)
51	CCc1ccc(S(=O)(=O)Nc2cc(SCC(=O)O)c(O)c3ccccc23)cc1
52	COc1ccc(C2/C(=C(/O)c3ccccc3)C(=O)C(=O)N2CC(C)O)c(OC)c1 (configuration not stated)
compound no.,49,50,51,52
TRHR PAM,-3,12,-1,1
D2 antag,-14,-20,1,-14
D2 potentiator,4,11,-8,-5
TRHR agonist,0.8,1.1,-0.5,0.1
D1 potentiator,-6,-5,-3,5
D1 antagonist,-21,-1,-1,-2
D2 agonist,0.5,-1.5,0.5,-0.1
RXFP1 antagonist,nt,-15,17,5
D1 ag,18,0,0,2

# Down the list, quoted from above.
# D2 agonist for nos. 49 to 52: 0.5, -1.5, 0.5, -0.1
# RXFP1 antagonist for nos. 49 to 52: nt, -15, 17, 5
# D1 potentiator for nos. 49 to 52: -6, -5, -3, 5

# Screening data (PubChem)

# Compounds as they come; 7.3% or so of the library scored in one or more.
